Tau ThT inhib = qHTS for Inhibitors of Tau Fibril Formation, Thioflavin T Binding; Potency, µM (highest dose often 57.4 µM), without a hit: at the highest dose activity, negative = inhibition, usual class: inhibitors; Microtubule-associated protein tau (Homo sapiens), P10636; 270,000 tested, 2.1% active; AID 1460, 2008; recombinant tau K18 P301L, heparin-induced fibrillization, ThT fluorescence; also: % is scaled to controls: 0 for no effect and ±100 for the full control effect; nearly all actives have a fitted effect of over 55% in size
Target sequence (P10636 561-689 P618L limits assumed): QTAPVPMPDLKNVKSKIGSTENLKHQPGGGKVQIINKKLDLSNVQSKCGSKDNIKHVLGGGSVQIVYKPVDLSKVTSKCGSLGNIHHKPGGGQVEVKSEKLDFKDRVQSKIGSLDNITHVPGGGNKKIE
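Heparin-induced fibrillization of the P301L-mutant K18 repeat-domain fragment of human tau was followed by ThT binding in quantitative high-throughput format.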
ALDH1A1 block = qHTS Assay for Inhibitors of Aldehyde Dehydrogenase 1 (ALDH1A1). Purified ALDH1A1, NADH fluorescence, propionaldehyde substrate. Potency, µM (highest dose often 75.3 µM), for inactives: at the top dose activity, negative = inhibition, most hits filed as inhibitors. AID 1030, 2008. 220,000 tested, 7.3% active; active = well fitted inhibition curve with a large enough effect, not every such curve was filed as active; inconclusive = small, poorly fitted or top-dose-only effect, or another doubt; inactive = no such curve, though single readings can be large or run the other way;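 also: plate controls were no enzyme wells and a reference inhibitor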
Target sequence (P00352 whole entry, looked up): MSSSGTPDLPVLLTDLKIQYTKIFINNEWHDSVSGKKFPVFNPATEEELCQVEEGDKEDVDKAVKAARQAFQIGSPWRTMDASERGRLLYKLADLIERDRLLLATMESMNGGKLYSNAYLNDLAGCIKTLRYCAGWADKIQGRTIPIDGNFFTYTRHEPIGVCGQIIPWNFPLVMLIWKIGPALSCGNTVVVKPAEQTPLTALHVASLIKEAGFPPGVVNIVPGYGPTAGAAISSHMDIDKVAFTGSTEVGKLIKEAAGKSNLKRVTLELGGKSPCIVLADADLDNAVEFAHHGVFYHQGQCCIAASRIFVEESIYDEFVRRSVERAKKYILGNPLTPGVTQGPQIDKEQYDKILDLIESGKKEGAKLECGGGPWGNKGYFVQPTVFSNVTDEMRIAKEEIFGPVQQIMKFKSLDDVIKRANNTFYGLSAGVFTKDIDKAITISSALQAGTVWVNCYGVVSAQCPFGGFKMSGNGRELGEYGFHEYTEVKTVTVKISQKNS
JMJD2E inh = qHTS Assay for Inhibitors of Human Jumonji Domain Containing 2E (JMJD2E) | Lysine-specific demethylase 4E (Homo sapiens), B2RXH2 | JMJD2E catalytic domain, FDH-coupled NADH fluorescence (FDH is formaldehyde dehydrogenase) | Potency, µM (series often up to 57.1 µM), without a hit: top-dose activity change, negative = inhibition, hits mostly inhibitors | 230,000 tested, 1.6% active | AID 2147, 2009; active = well fitted inhibition curve with a large enough effect, not every such curve was filed as active; inconclusive = small, poorly fitted or top-dose-only effect, or another doubt; inactive = no such curve, though single readings can be large or run the other way;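 also: 0% = wells with enzyme and -100% = buffer wells without enzyme; nearly all actives have a fitted effect of over 50% in size; many of its hits are not listed in these tables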
Target sequence (B2RXH2 1-337 limits assumed): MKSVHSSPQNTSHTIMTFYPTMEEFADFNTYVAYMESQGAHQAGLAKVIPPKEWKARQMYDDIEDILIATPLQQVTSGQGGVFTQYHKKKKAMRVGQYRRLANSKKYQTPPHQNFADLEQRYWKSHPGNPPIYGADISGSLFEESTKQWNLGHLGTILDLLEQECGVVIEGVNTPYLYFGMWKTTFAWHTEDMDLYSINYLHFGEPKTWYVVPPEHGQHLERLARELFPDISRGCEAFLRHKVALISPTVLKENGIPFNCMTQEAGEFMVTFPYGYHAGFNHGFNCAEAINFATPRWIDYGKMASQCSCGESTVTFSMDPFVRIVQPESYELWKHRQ
HTT ATP protect = qHTS Multiplex Assay to Identify Dual Action Probes in a Cell Model of Huntington: Cytoprotection (ATP); 230,000 tested, 0.14% active; AID 1471, 2008; Potency, µM (highest dose often 56.4 µM), for the others: cytoprotection (ATP increase), hits mostly activators; PC12 HTT-Q103 induced, cytoprotection, ATP luminescence, 40 h;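 also: % of control where 0% means no effect; nearly all actives have a fitted effect of over 45% in size; toxic huntingtin expression switched on by the ecdysone agonist tebufenozide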
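Compounds were screened for protection of PC12 cells against cell death after tebufenozide induction (100 nM final) of mutant Huntingtin exon 1 (Q103) fused to GFP.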
SMN2 splice enh = qHTS Assay for Enhancers of SMN2 Splice Variant Expression | HEK293 SMN2-luciferase splicing reporter, luminescence, 30-36 h | Potency, µM (titrated, usually from 46.1 µM), inactives show top-dose activity change, positive = activation, most hits filed as activators | 210,000 tested, 2.8% active | AID 1458, 2008; also: % of control where 0% means no effect; nearly all actives have a fitted effect of over 55% in size
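HEK293 cells carry an SMN2 […]–luciferase reporter in which exon 7 inclusion puts luciferase in frame. Cells were plated 10-12 h before compound addition, then incubated 30-36 h at 37C. ONE-Glo luminescence was read; sodium butyrate at 4.5 mM final served as control.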
Tau FP inhib = qHTS for Inhibitors of Tau Fibril Formation, Fluorescence Polarization; Microtubule-associated protein tau (Homo sapiens), P10636; K18 P301L tau heparin fibrillization, Alexa594 FP, 6 h; Potency, µM (titrated, usually from 57.7 µM), for the others: top-dose activity, negative = inhibition, most hits filed as inhibitors; 280,000 tested, 0.39% active; AID 1468, 2008; also: % is scaled to controls: 0 for no effect and ±100 for the full control effect; nearly all actives have a fitted effect of over 55% in size
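Steps: dispense K18 P301L tau (15 uM plus 0.24 uM Alexa 594 tracer, final) in pH 7 sodium acetate; add compound; add heparin (20 uM final); incubate 6 hr, 37 C; add ThT (30 uM final); after 1 hr ambient, read FP.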
HttQ103 aggreg = qHTS Multiplex Assay to Identify Dual Action Probes in a Cell Model of Huntington: Aggregate Formation (GFP); PC12 HttQ103-GFP aggregates, Acumen cytometry, 40 h; Potency, µM (series often up to 46.1 µM), for the others: at the top dose activity change, negative = inhibition, actives largely listed as inhibitors; 220,000 tested, 1.1% active; AID 1688, 2009; also: % is scaled to controls: 0 for no effect and ±100 for the full control effect; nearly all actives have a fitted effect of over 60% in size
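Steps: seed 1500 PC12 HTTQ103-GFP cells/well; add tebufenozide, 100 nM final; add compound titration; add ATPLite reagent; quantify GFP aggregates by laser scanning cytometry.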
Tau fluor counter = Counterscreen qHTS for Inhibitors of Tau Fibril Formation, Fluorescence Polarization | tau K18 P301L (four-repeat tau fragment) Alexa594 fluorescence, heparin fibrillization | Potency, µM (highest dose often 57.7 µM), without a hit: at the highest dose activity change, negative = decrease | 280,000 tested, 0.93% active; also: % is scaled to controls: 0 for no effect and ±100 for the full control effect; nearly all actives have a fitted effect of over 55% in size
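Human K18 P301L tau (15 uM unlabeled plus 0.24 uM Alexa 594-labeled, final) in 100 mM sodium acetate pH 7 was mixed with compound and 20 uM heparin and incubated 6 hr at 37 C.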
Active calls of the source: *; ? = inconclusive; . = no result given; [ ] = remark or other dose. Unless noted, calls follow the shape of the dose curve; as a rule, active = well fitted curve in the direction sought with a large enough effect; inconclusive = small, poorly fitted or top-dose-only effect, or another doubt; inactive = no such curve, though single readings can be large; an effect the other way counts as inactive or inconclusive. Potency is read from the fitted curve at half-maximal effect. This is a subset; rates above refer to the full screens.

structure,Tau ThT inhib,HTT ATP protect,SMN2 splice enh,JMJD2E inh,ALDH1A1 block,Tau FP inhib,Tau fluor counter,HttQ103 aggreg
Fc1ccc(C2CCCN2Cc2nc(-c3cnccn3)no2)cc1 (stereo unspecified),-8%,1%[10 µM],.,-4%,28µM*,5%,-9%,-5%[9.22 µM]
O=C1CC(c2nnc(Cc3cccc(Cl)c3)o2)CN1c1ccccc1 (stereo unspecified),-7%,.,-8%,.,.,-16%,-13%,.
CCCc1c(C)[nH]c2ccc(C(=O)O)cc2c1=S,.,-8%[10 µM],.,?,.,-13%,-5%,2%[9.22 µM]
COc1ccccc1N(Cc1ccccc1)S(=O)(=O)c1cc(C(=O)O)ccc1Cl,-4%,-11%,-1%,0%,?,-2%,0%,0%
O=C(O)Cc1ccc(NC(=O)CCN2C(=O)c3ccc([N+](=O)[O-])cc3C2=O)cc1,-7%,-12%,-8%,0%,2%,2%,-6%,15%
CN(CC(=O)Nn1cnnc1)S(=O)(=O)c1ccc(Br)cc1,8%,-17%,10%,3%,-2%,-7%,4%,-3%
Cc1ccc(O)c(C(=O)c2cnc3c(c2)COc2ccccc2-3)c1,13%,-24%[10 µM],-41%[inhibitor],1%,?,6%,8%,-5%
CCOC(=O)c1c(NC(=O)CSc2nc3ccccc3c(=O)n2-c2ccc(F)cc2)sc(C(C)=O)c1C,-1%,22%[10 µM],-9%,-2%,20%,1%,-3%,-10%
Cc1nn(-c2ccccc2)c(C)c1C(=O)NCc1cccs1,-6%,6%[10 µM],8%,7%,4%,-4%,2%,-13%
Cn1c(NC(=O)Cc2ccc(F)cc2)cc(=O)n(C)c1=O,5%,-30%,-11%,-7%,?,-11%,-9%,-16%
O=C(CN1CCCCC1)Nc1ccccc1NC(=O)CN1CCCCC1,-8%,24%[10 µM],19%,-5%,1%,-6%,2%,17%
COc1ccc2c(CC(=O)OCC(=O)Nc3sc4c(c3C#N)CCC(C)C4)coc2c1 (stereo unspecified),-6%,-3%[10 µM],6%,3%,?,-3%,-25%,29%
CC1=C(C(=O)Nc2cccnc2)C(c2ccc(C(C)C)cc2)n2ncnc2N1 (stereo unspecified),-3%,0%,1%,-9%,?,5%,5%,-17%
CC(C)(C)[C@@H]1C=C(C(=O)O)O[C@H](OCc2ccc(CO)cc2)C1,4%,1%[10 µM],.,-4%,0%,1%,11%,-9%[9.22 µM]
Cc1ccc(C)c(CN2C(=O)c3ccccc3S(=O)c3ccc(C(=O)NCc4ccco4)cc32)c1 (stereo unspecified),0%,.,11%,.,.,-3%,-19%,.
CN(C)c1ccc(NC2=C([N+](=O)[O-])CS(=O)(=O)C2)cc1,?,-15%,14%,-26%,?,-2%,?,?
CC(=O)Nc1ccc(S(=O)(=O)Nc2ccc3c(c2)OCCO3)cc1,0%,-12%,-42%[inhibitor],0%,-6%,-2%,-2%,-7%
Nc1nc(-c2ccc3c(c2)CCCC3)cs1,?,-32%,11µM*,3%,?,8%,-28%,6%
COc1ccccc1N1CCN(C[C@@H](C(=O)NC(C)(C)C)c2ccccc2)CC1,-6%,-46%[inhibitor][1.9 µM],.,?,25µM*,-14%,-2%,.
O=C(N/N=C/c1ccc(O)cc1)c1cc(C23CC4CC(CC(C4)C2)C3)[nH]n1,-8%,-12%[10 µM],.,7%,.,-11%,?,7%[9.22 µM]
O=c1cc(-c2ccc([N+](=O)[O-])cc2)nc2cc(-c3ccc(F)cc3)[nH]n12,10µM*,-5%[10 µM],19%,5%,7.9µM*,13%,?,-9%
CCCCNC(=O)CC1N=C2c3ccccc3N=C(SCC(=O)NCc3ccccc3Cl)N2C1=O (stereo unspecified),-8%,.,10%,.,.,-2%,-6%,.
CC(=O)C1=C(O)C(=O)N(CCN(C)C)C1c1ccc(Cl)cc1 (stereo unspecified),-2%,-3%,-5%,5%,-3%,-1%,1%,15%
O=C(OCc1nnc(-c2ccccc2)o1)c1ccc(Cl)cc1,?,-21%,1%,12%,-2%,-1%,-15%,3%
O=C(O)CCC(=O)NNC(=O)COc1ccc(Cl)cc1Cl,1%,.,6%,-5%,3%,-3%,7%,.
CCS(=O)(=O)NC(C)C(c1cccs1)N1CCN(c2ccc(OC)cc2)CC1 (stereo unspecified),-1%,2%,-36%[inhibitor],-17%,12%,12%,-13%,-20%
O=C(NCCSc1ccc(Cl)cc1)c1ccc(CN2CCOCC2)cc1,?,14%[10 µM],.,-23%,-1%,-1%,?,23%[9.22 µM]
O=C(O)c1ccccc1-c1nc2ccccc2[nH]1,6%,-5%[10 µM],13%,?,7%,-4%,8%,10%[9.22 µM]
C=CCn1cc(C(C)=O)c(=O)[nH]c1=O,4%,22%[10 µM],-9%,12%,10%,-3%,8%,1%
Cc1cccc(C)c1Nc1c(-c2ccsc2)nc2ncccn12,-16%,-8%[10 µM],-8%,0%,11%,10%,-21%,-13%
CCc1ccc(N(C2C=CS(=O)(=O)C2)S(=O)(=O)c2ccc(C)cc2)cc1 (stereo unspecified),-3%,15%[10 µM],.,1%,.,-3%,-9%,-8%[9.22 µM]
CCc1ccc2[nH]c(=O)c(C(c3nnnn3Cc3ccco3)N3CCC(C)CC3)cc2c1 (stereo unspecified),-13%,-27%,.,-20%,?,6%,-21%,?
CC1(C)CC(=O)C(/C=N/c2ncccc2C(=O)O)=C(O)C1,-8%,10%[10 µM],-17%,313%,13µM*,-4%,-9%,-2%
Cc1cc(NC(=O)c2cc(-c3ccccn3)nc3ccccc23)no1,1%,-20%[0.074 µM],-2%,-7%,-8%,-1%,1%,7%
Cc1ccc(SCC(=O)N2CC(C)OC(C)C2)cc1 (stereo unspecified),1%,-1%[0.074 µM],15%,4%,2%,8%,3%,?
COc1ccccc1C1/C(=C(/O)c2ccc(C)cc2)C(=O)C(=O)N1CCN1CCOCC1 (stereo unspecified),-12%,13%[10 µM],14%,-17%,?,-10%,-9%,6%
COc1cccc(C2NC(=O)c3n[nH]c(-c4cccs4)c32)c1 (stereo unspecified),-7%,.,-13%,.,.,0%,-14%,.
CC(=O)OCC#CCSc1nnc(-c2cccc(Br)c2)o1,-22%,.,-8%,.,.,5%,-18%,.
O=c1cc(CN2CCN(c3ccccc3O)CC2)nc2sccn12,-18%,-6%,3%,?,25µM*,9%,-4%,-2%[9.22 µM]
O=C(CN1CCN(c2ccccn2)CC1)Nc1ccc(Cl)c(C(F)(F)F)c1,?,14%,-7%,-6%,?,-10%,?,15%
COc1cccc(NC(=O)Cc2cccs2)c1,-13%,-11%,21%,0%,2%,2%,-11%,-13%
CCOC(=O)c1c(N)n(-c2ccc(N)cc2)c2nc3ccccc3nc12,?,.,-8%,18µM*,1%,5%,-12%,-15%
Cc1ccccc1C(=O)N1CCC(C(=O)Nc2nccs2)CC1,4%,.,-2%,3%,-54%,-5%,5%,34%
CC1CCN(CCNC(=O)C2CCCN(S(=O)(=O)c3cccc4nonc34)C2)CC1 (stereo unspecified),-18%,4%,2%,-3%,-11%,4%,-19%,1%
CC(=O)N1CCC(=NNC(=O)CSc2cc(C)c(Br)cc2C)CC1,-4%,7%[10 µM],4%,0%,?,0%,-5%,-25%
CC(=O)CSc1nnc2cc(C)c3ccccc3n12,5%,-4%[10 µM],14%,?,-9%,5%,7%,18%
CCNc1nc(NCC)nc(N/N=C/c2ccc([N+](=O)[O-])o2)n1,?,-15%,-15%,1%,6%,7%,-8%,-12%
COc1ccc(S(=O)(=O)N(C)CC(=O)Nc2ccccc2C(F)(F)F)cc1,-2%,6%[0.074 µM],0%,?,0%,-14%,-8%,-15%
Cc1ccc(CSc2nnc(-c3cccs3)n2C)cc1,-10%,-2%[10 µM],4%,-3%,0%,8%,-1%,14%
O=C(O)c1ccc(Cl)c(S(=O)(=O)Nc2cccc(C(=O)Nc3cccc(C(F)(F)F)c3)c2)c1,-7%,.,-5%,-3%,-2%,-10%,-16%,16%
CCOc1ccc(N2CC(C(=O)Nc3cccc(C)c3C)CC2=O)cc1 (stereo unspecified),-1%,4%[0.074 µM],-15%,2%,2%,-2%,0%,-8%
Clc1ccc(-c2nc3ccccc3[nH]2)cn1,-2%,2%[10 µM],.,?,?,1%,3%,3%[9.22 µM]
Cc1ccc(NS(=O)(=O)c2ccc3c(c2)[C@H]2C=CC[C@H]2[C@@H](c2ccc(F)cc2)N3)cc1C,?,.,-2%,.,.,0%,?,.
Cc1ccc(C(C)C)c(OCc2ccc(C(=O)N/N=C/c3ccc(O)cc3O)cc2)c1,?,-33%[10 µM],-90%[inhibitor],?,4%,9%,?,?
COc1cc(/C=C2/S/C(=N/S(=O)(=O)c3ccccc3)NC2=O)c([N+](=O)[O-])cc1OC,16µM*,-5%,-1%,4%,-3%,?,?,?

Of the compounds above, these have a CF3 group.
structure,Tau ThT inhib,HTT ATP protect,SMN2 splice enh,JMJD2E inh,ALDH1A1 block,Tau FP inhib,Tau fluor counter,HttQ103 aggreg
O=C(CN1CCN(c2ccccn2)CC1)Nc1ccc(Cl)c(C(F)(F)F)c1,?,14%,-7%,-6%,?,-10%,?,15%
COc1ccc(S(=O)(=O)N(C)CC(=O)Nc2ccccc2C(F)(F)F)cc1,-2%,6%[0.074 µM],0%,?,0%,-14%,-8%,-15%
O=C(O)c1ccc(Cl)c(S(=O)(=O)Nc2cccc(C(=O)Nc3cccc(C(F)(F)F)c3)c2)c1,-7%,.,-5%,-3%,-2%,-10%,-16%,16%
